# Source: PubChem
# ATXN2 expr inh – reduces ATXN2 reporter expression in HEK-293 cells | 360,000 tested, 0.72% active | HEK-293 ATXN2-luciferase reporter, luminescence, 24 h | Potency, µM (titrated, usually from 57 µM), for inactives: at the highest dose activity change, negative = inhibition, usual class: inhibitors; note: potency is the fitted concentration of half-maximal effect; % is set by controls: 0 for no effect and ±100 for the full control effect; nearly all actives have a fitted effect of over 55% in size
#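 ATXN2-luciferase reporter cells (luciferase flanked by upstream and downstream ATXN2 gene portions) were treated 24 h at 37 °C with compounds at up to 57 uM. SteadyGlo luminescence gave expression; GF-AFC fluorescence gave viability.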
# S2 tox – viability counter-screen for ATXN expression inhibitors | 400,000 tested, 0.49% active | S2 cells (HEK-293 line with an ATXN2-luciferase reporter) viability, CellTiter-Fluor protease fluorescence, 24 h | Potency, µM (titrated, usually from 56.7 µM), usual class: cytotoxic | AID 651635; note: potency is the fitted concentration of half-maximal effect; nearly all actives have a fitted effect of over 40% in size
# MCF10A rerep – induces DNA re-replication in MCF 10a normal breast cells; Potency, µM (titrated, usually from 46.1 µM), inactives show at the top dose activity, positive = re-replication, most hits filed as activators; MCF 10A DNA re-replication, Hoechst nuclear intensity, 48 h; 350,000 tested, 2.9% active; note: potency is the fitted concentration of half-maximal effect; % of control where 0% means no effect; nearly all actives have a fitted effect of over 50% in size
# SW480 rereplic – induces DNA re-replication in SW480 colon adenocarcinoma cells | SW480 DNA re-replication, Hoechst DNA content imaging, 48 h | Potency, µM (doses to about 46.1 µM), for inactives: at the highest dose re-replication activation, actives largely listed as activators | 340,000 tested, 1.8% active; note: potency is the fitted concentration of half-maximal effect; % of control where 0% means no effect; nearly all actives have a fitted effect of over 55% in size
#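 SW480 cells exposed to compounds for 48 hr at 37 C, 5% CO2, then Hoechst-stained 40 min. Nuclear DNA content imaged by fluorescence scanning (405 nm excitation, 500-530 nm emission); re-replication scored as increased high-intensity nuclei.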
# IL-1B inflam inh – blocks inflammasome-driven IL-1 beta release; THP-1 LPS/ATP IL-1B secretion, AlphaLISA, 16 h; active compounds read low; activity change, % at 57.5 µM; 360,000 tested, 4.7% active; AID 743279; in the data active = activity change below about -50%; inconclusive = mostly about -30% to -49%; note: % is set by controls: 0 for no effect and ±100 for the full control effect
#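 Secreted IL-1B measured by AlphaLISA bead assay after 16 h compound exposure of THP-1 cells; compounds (final up to 57.5 uM) added 1 h before LPS (250 ng/mL) and ATP (1.25 mM) stimulation; lower signal means less secretion.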
# KB-V1 MDR tox – kills drug-selected multidrug resistant KB-V1 cells; KB-V1 MDR cells viability, CellTiter-Glo, 72 h; Potency, µM (doses to about 46.1 µM), without a hit: at the top dose activity change, negative = cytotoxicity, actives largely listed as cytotoxic; 400,000 tested, 3.4% active; note: potency is the fitted concentration of half-maximal effect; % is set by controls: 0 for no effect and ±100 for the full control effect; nearly all actives have a fitted effect of over 60% in size
#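 Compound-treated KB-V1 multidrug-resistant cells, 72 h, 37 degrees C; viability by CellTiter-Glo. Fitted qHTS curves give the values.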
# HT1080-NT tox – kills 2HG-producing HT-1080-NT fibrosarcoma cells; AID 686970; HT-1080-NT fibrosarcoma viability, CellTiter-Glo ATP luminescence, 48 h; Potency, µM (highest dose often 46.1 µM), for inactives: at the top dose activity, negative = less viability, hits mostly cytotoxic; 360,000 tested, 1.6% active;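 note: NT is the 2HG producing partner of a matched IDH1 knockdown line; potency is the fitted concentration of half-maximal effect; 0% = DMSO-treated cells and -100% = media-only wells without cells; nearly all actives have a fitted effect of over 55% in size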
#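 Luminescent CellTiter-Glo readout after 48 hours of compound exposure at 37 degrees C defined viability of HT-1080-NT cells. Activity was normalized to DMSO wells and cell-free media wells; concentration-response curves were fitted and assigned curve classes.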
# KB-3-1 cytotox – kills parental KB-3-1 adenocarcinoma cells | 400,000 tested, 1.4% active | Potency, µM (highest dose often 46.1 µM), without a hit: at the highest dose activity change, negative = cytotoxic, hits mostly cytotoxic | KB-3-1 viability, CellTiter-Glo ATP luminescence, 72 h; note: potency is the fitted concentration of half-maximal effect; % is set by controls: 0 for no effect and ±100 for the full control effect; nearly all actives have a fitted effect of over 60% in size
#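 KB-3-1 parental drug-naive adenocarcinoma cells in DMEM/10% FBS, incubated 72 h at 37 C with pin-transferred compounds across a concentration series. Viability by CellTiter-Glo luminescence; concentration-response curves fitted after normalization.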
# HT1080 IDH1KD tx – kills HT-1080 cells with IDH1 knockdown; Potency, µM (highest dose often 46.1 µM), without a hit: at the highest dose activity, negative = toxicity, usual class: cytotoxic; 360,000 tested, 2% active; HT-1080 IDH1 knockdown viability, ATP luminescence, 48 h; AID 686971;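 note: potency is the fitted concentration of half-maximal effect; 0% = DMSO wells and -100% = cell-free medium wells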
#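 Viability of IDH1-knockdown HT-1080 fibrosarcoma cells was assessed by CellTiter-Glo after 48 h at 37 °C with titrated compound; concentration-effect curves were classified by fit quality and response size.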
# * hit, by the source's call; i = inactive; u = inconclusive; x = not tested or not shown; [ ] = another dose, or the depositor's remark. Unless noted, calls come from the whole dose curve; as a rule, active = well fitted curve in the direction sought with a large enough effect; inconclusive = small, poorly fitted or top-dose-only effect, or another doubt; inactive = no such curve, though single readings can be large; an effect the other way counts as inactive or inconclusive. Not a hit list; overall some 11% were active at least once.
# Sequence of screens – ATXN2 expr inh	S2 tox	MCF10A rerep	SW480 rereplic	IL-1B inflam inh	KB-V1 MDR tox	HT1080-NT tox	KB-3-1 cytotox	HT1080 IDH1KD tx
> Cc1ccc(-c2nn(-c3ccccc3)cc2CN(Cc2ccccc2)C(=O)CCC(=O)O)o1
    -10%	i	-3%	-3%	9	-2%	-2%	4%	0%
> COc1ccccc1NC(=O)CN1CCN(c2ccccn2)CC1
    -4%	i	22%	2%	14	5%	6%	-3%	5%
> COc1cccc(C(=O)CN2C3=NCCCN3c3ccccc32)c1
    u	i	-2%	-2%	-4	-6%	-11%	2%	-11%
> CCOC(=O)Cc1c(C)nc2c(C#N)c(C)nn2c1C
    1%	u	-3%	13%	7	-2%	13%	3%	-1%
> COc1ccc(CCNC(=O)C(C)n2nc(C)n3c(cc4occc43)c2=O)cc1OC (configuration not stated)
    4%	i	8%	-8%	-6	-8%	14%	-17%	22%
> CCCCCn1c(CNC(C)=O)nc2ccccc21
    2%	i	-2%	-1%	6	4%	2%	-2%	-5%
> COc1cc(CCN(C(C)=O)C2C(=O)Nc3ccccc3N=C2c2ccc3c(c2)OCO3)cc(OC)c1 (configuration not stated)
    7%	u	x	x	u	-1%	5%	0%	2%
> COc1ccc(N2CCN(C(=O)COC(=O)CCOc3ccccc3C)CC2)cc1
    1%	i	-2%	-35%	-12	38%	2%	4%	11%
> CCN(CC)CCNc1nc2ccccc2n1C
    1%	i	-3%	2%	-15	9%	10%	6%	9%
> COc1ccc(CC(N)c2csc(NC(=O)c3cccs3)n2)cc1 (configuration not stated)
    -30%	i	x	x	-19	u	-27%	-10%	-21%
> CC(C)C1C(=O)N(Cc2cn(CCC3OCCO3)nn2)CCS(=O)(=O)N1Cc1ccc(-c2ccc(F)nc2)cc1 (configuration not stated)
    0%	i	x	x	8	-8%	1%	0%	1%
> CN1CCN(c2ccc(-c3nc(-c4ccccc4)no3)cc2[N+](=O)[O-])CC1
    -7%	i	x	x	x	-12%	x	-9%	x
> CC(C)CCN(C(=S)Nc1cccc(F)c1)C(C)c1cccs1 (configuration not stated)
    1%	i	16µM*	-4%	-2	19%	16%	-3%	3%
> COc1ccc(C(=O)Nc2nnc(SCC(=O)NC3CCCC3)s2)c(OC)c1
    u	u	5%	u	5	u	3%	16%	14%
> Oc1c(Cl)cc(Cl)c(Cl)c1CN1CCOCC1
    -4%	i	-5%	-6%	2	3%	-10%	13%	-7%
> COc1ccc(C2C(C#N)C(C#N)N3CCCN23)cc1 (configuration not stated)
    -8%	i	4%	9%	-8	0%	1%	2%	-1%
> O=C(COC(=O)c1ccc(Cl)nc1)NCCNC(=O)COC(=O)c1ccc(Cl)nc1
    -3%	i	-1%	-7%	32	10%	1%	4%	0%
> CC1=C(C(N)=O)C(c2ccncc2)n2nc(-c3ccccc3Cl)nc2N1 (configuration not stated)
    -11%	i	28%	1%	-9	0%	-2%	0%	-25%
> CCOC(=O)c1c(Cc2ccc(Cl)cc2)c[nH]c1C
    62%[activator]	i	u	u	-75*	-10%	-22%	8%	u
> Cc1ccc(C)c(C(=O)Nc2nc3ccccc3[nH]2)c1
    -18%	i	17%	-2%	5	0%	17%	-1%	16%

# The list continues:
# Sequence of screens – ATXN2 expr inh	S2 tox	MCF10A rerep	SW480 rereplic	IL-1B inflam inh	KB-V1 MDR tox	HT1080-NT tox	KB-3-1 cytotox	HT1080 IDH1KD tx
> Cc1ccccc1C(=O)N1CCC(C(=O)Nc2ccccc2N2CCCC2)CC1
    -15%	i	-2%	u	20	-2%	13%	8%	8%
> CCC1CCCCN1CCCNC(=O)c1ccc2c(c1)NC(=O)CS2 (configuration not stated)
    11%	i	-4%	-8%	0	u	1%	-2%	2%
> CC(C)(C)N1C(=O)Cc2c1nc(N)c1c(N)nc(N3CCCCC3CO)c(C#N)c21 (configuration not stated)
    21%	i	15µM*	8%	-27	u	-8%	u	-1%
> CC1CCN(S(=O)(=O)c2ccc(C(=O)Nc3ccccn3)cc2)CC1
    15%	i	-2%	-230%[inhibitor]	24	-7%	-17%	-13%	-12%
> O=C(Nc1ccc(F)cc1)NC1CCN(Cc2c(F)cccc2Cl)CC1
    -27%	i	0%	u	x	u	-12%	5%	-15%
> Cc1cc(-c2ccco2)n2c(nc3ccccc32)c1C#N
    7%	i	-4%	-2%	-17	3%	-3%	1%	-6%
> CC[C@@]1(C(=O)OC)N[C@H](CN(C)C(=O)Nc2ccc(OC)cc2)[C@@H]2C(=O)N(Cc3ccccc3)C(=O)[C@@H]21
    29%	i	-4%	-1%	-13	0%	0%	0%	-6%
> O=C(CCSCCc1ccccn1)Nc1cccc([N+](=O)[O-])c1
    -9%	i	0%	7%	0	-2%	-7%	3%	2%
> CCOc1ccc(NC(=S)N2CCC(c3nc4ccccc4[nH]3)CC2)cc1
    -1%	u	8%	-16%	-18	-12%	1%	4%	2%
> Fc1ccc(Cn2cccc2C2=NC(c3ccccc3)CO2)cc1 (configuration not stated)
    6%	i	10%	-3%	-10	9%	0%	-2%	5%
> CC1(C(=O)NCc2ccccc2Br)CCN1Cc1ccccc1OC(F)F (configuration not stated)
    -26%	i	x	x	-54*	23µM*	u	-15%	u
> Cc1nc2nc(SCC(=O)NCc3ccccc3Cl)nn2c(C)c1Cc1ccccc1
    -12%	u	x	x	x	-9%	x	4%	x
> C=CCn1cnc2c(nnn2Cc2ccc(F)cc2)c1=O
    x	i	-3%	-3%	15	0%	u	0%	10%
> C/C(=N\NC(=O)CC1N=C(Cc2ccccc2)NNC1=O)c1ccc(C)cc1 (configuration not stated)
    -17%	u	u	u	80	-1%	u	u	u
> CCOC(=O)CC(c1ccc(N)cc1)n1c(C)ccc1C (configuration not stated)
    8%	i	7%	15%[1.84 µM]	-23	12%	-2%	-1%	-6%
> Cc1nc2ccccc2c2oc(C(=O)NCCN3CCCCC3C)cc12 (configuration not stated)
    u	u	9%	3%	-25	-16%	0%	u	-9%
> COc1ccc(/C=C(/NC(=O)c2ccc([N+](=O)[O-])cc2)C(=O)NCCCN(C)C)cc1
    -15%	i	1%	-2%	-1	-6%	0%	18%	0%
> O=C(O)C1CC=C(Cl)CC1C(=O)NC1CCCCC1 (configuration not stated)
    -1%	i	3%	-7%	29	-1%	9%	-14%	5%
> Cc1cccc(NC(=O)c2ccc3c(Cl)c4c(nc3c2)CCCC4)n1
    x	i	-5%	-1%	-22	-8%	5%	-1%	9%
> O=C(CNC(=O)c1ccc(Cl)cc1Cl)NCc1ccccn1
    -1%	i	-6%	-8%	9	u	2%	-5%	0%

# New compounds follow:
# Sequence of screens – ATXN2 expr inh	S2 tox	MCF10A rerep	SW480 rereplic	IL-1B inflam inh	KB-V1 MDR tox	HT1080-NT tox	KB-3-1 cytotox	HT1080 IDH1KD tx
> CCc1ccc2oc(-c3ccc(NC(=O)c4cc5ccccc5o4)cc3)nc2c1
    13%	i	x	x	x	u	x	-13%	x
> CCOc1ccc(C(=O)NC2CCN(C(=O)Nc3ccc(F)cc3)CC2)cc1
    -10%	u	-2%	-1%	5	3%	20%	1%	19%
> CCOc1ccc(C2/C(=C(\O)c3cccc(OC)c3)C(=O)C(=O)N2c2ccccn2)cc1OC (configuration not stated)
    -5%	i	0%	-5%	17	u	0%	0%	-1%
> CCOc1ccccc1Nc1nnc(SCC(=O)Nc2cccc(S(=O)(=O)NC3=NCCCCC3)c2)s1
    -9%	i	25%	0%	-14	-21%	-3%	-5%	-9%
> O=C(/C(C=Nc1ccc(Br)cc1)=C(/O)c1ccco1)C(F)(F)F
    81%[activator]	i	u	-2%	-9	9%	-11%	1%	-26%
> CN(CC(O)Cn1c2ccccc2c2ccccc21)S(C)(=O)=O (configuration not stated)
    -15%	i	-27%	-556%[1.84 µM]	-23	0%	0%	-14%	-4%
> COc1ccc(-c2cc(C(=O)Nc3cccc(Cl)c3)no2)cc1
    15%	i	u	-15%	u	16%	19%	3%	1%
> COc1ccc(CCC(C)N2CCc3ccccc3C2)cc1 (configuration not stated)
    x	i	-2%	-5%	-9	-4%	0%	-3%	-1%
> O=[N+]([O-])c1ccc(Cl)cc1Sc1cccc2cccnc12
    7%	i	-1%	4%	19	-13%	-12%	2%	-7%
> Cc1cc(NCCC(C)C)n2nc(C)c(-c3ccccc3)c2n1
    12%	i	15µM*	8%	u	21µM*	u	0%	u
> COc1ccc2nc(SCC(=O)c3c(C)[nH]c4ccccc34)nc(C)c2c1
    -11%	i	x	x	x	u	x	1%	x
> CCOc1ccc(NC(=S)N(CCCN2CCCC2)Cc2cccn2Cc2ccc(Cl)cc2)cc1
    -27%	i	-1%	u	-23	-17%	u	1%	-16%
> COc1ccc(-n2nc(C(=O)NCCCOC(C)C)c3c4ccccc4n(C)c3c2=O)cc1
    11%	u	x	x	x	1%	x	5%	x
> COCCN=C1Sc2nc3cc(C)c(C)cc3cc2CN1Cc1cccs1
    48%[activator]	i	0%	8%	36	-22%	-2%	0%	0%
> CC(=O)c1ccccn1
    2%	i	11%	-6%	0	-1%	u	27%	-1%
> O=C(CN(Cc1ccc(F)cc1)C(=O)CNS(=O)(=O)c1ccc(F)cc1)NCc1ccco1
    24%	i	-31%[inhibitor]	-83%[inhibitor]	18	16%	18%	14%	11%
> O=C(C(Cc1ccccc1)N1C(=O)C2C3C=CC(C3)C2C1=O)N1CCCCCC1 (configuration not stated)
    -4%	i	2%	-11%	-5	0%	10%	-2%	11%
> CC(C)[C@H](NC(=O)N1CCn2c1nc1ccccc12)C(=O)NCc1ccc(F)cc1
    -17%	i	-3%	u	-94*	u	-12%	-7%	-14%
> Cc1ccc(-n2nc3c(n2)/C(=N/O)CC/C3=N\O)cc1
    27%	i	0%	-8%	-23	u	-6%	-25%	-24%
